Screening data as filed in PubChem.
ABCB6 inh 2: inhibitors of human ABC transporter ABCB6 | Q9NP58 | K562-ABCB6 porphyrin accumulation, flow cytometry, 1 h; hits give low values | fluorescence ratio to DMSO, % at 10 µM | hit rate 0.19% among 360,000 | AID 602162;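 active = fluorescence ratio to DMSO below 75%, the collection mean minus 3 SD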;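 also: signal is porphyrin accumulated inside mitochondria; 100% equals median channel fluorescence of DMSO control wells; lower ratio means ABCB6 inhibition with less porphyrin fluorescence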
Target sequence (Q9NP58 whole entry, looked up): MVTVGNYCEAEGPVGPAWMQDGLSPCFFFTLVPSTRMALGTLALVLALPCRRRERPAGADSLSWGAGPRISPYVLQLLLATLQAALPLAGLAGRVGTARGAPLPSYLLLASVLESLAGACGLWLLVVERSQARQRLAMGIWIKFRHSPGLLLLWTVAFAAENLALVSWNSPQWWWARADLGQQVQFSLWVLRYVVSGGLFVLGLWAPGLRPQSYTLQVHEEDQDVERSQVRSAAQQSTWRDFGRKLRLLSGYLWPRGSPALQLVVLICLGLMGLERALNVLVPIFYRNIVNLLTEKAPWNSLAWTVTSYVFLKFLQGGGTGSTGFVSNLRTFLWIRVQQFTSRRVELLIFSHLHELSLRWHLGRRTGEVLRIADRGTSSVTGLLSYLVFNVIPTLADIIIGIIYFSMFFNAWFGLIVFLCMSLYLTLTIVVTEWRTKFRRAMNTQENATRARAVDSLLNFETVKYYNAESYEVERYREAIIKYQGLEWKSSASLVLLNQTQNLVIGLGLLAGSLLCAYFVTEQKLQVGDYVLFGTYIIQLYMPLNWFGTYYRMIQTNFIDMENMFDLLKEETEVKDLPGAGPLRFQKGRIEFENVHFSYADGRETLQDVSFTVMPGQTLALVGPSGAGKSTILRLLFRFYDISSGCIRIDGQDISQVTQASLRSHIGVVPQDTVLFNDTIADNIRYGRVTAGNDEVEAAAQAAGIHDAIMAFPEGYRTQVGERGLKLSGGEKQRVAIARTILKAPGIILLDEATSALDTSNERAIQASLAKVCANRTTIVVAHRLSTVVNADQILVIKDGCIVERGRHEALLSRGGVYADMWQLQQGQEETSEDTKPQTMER
PDI inh: PDI (human) enzyme inhibition. P07237. PDI insulin aggregation turbidity, A650, 90 min. inhibition, % at 10 µM. hit rate 0.052% among 350,000;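 active = mean inhibition across replicates of 30% or more, whatever share of single replicates reach that level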;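 also: absorbance from insulin aggregation driven by PDI reduction with DTT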
MC4R antag cAMP: blocks human MC4R cAMP signaling; MC4R-expressing cells, MTII-stimulated cAMP, LANCE TR-FRET; inhibition, % at 6.5 µM; hit rate 0.48% among 360,000;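 active = inhibition above its plate's cutoff, the mean of tested wells on that plate plus 3 SD, cut at about 29% in these data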;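 also: 0% = Melanotan II alone and 100% = Melanotan II plus saturating MCL0020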
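System: U2OS-MC4R stable cell line; Technique: Eu-cAMP/anti-cAMP TR-FRET, emission 671 nm; Repeats: single well per compound; Also added: Melanotan II; Dosing: one concentration, 6.5 µM nominal; Schedule: 30-min compound, 1-h challenge, 1-h detection, room temperature.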
HTR2A ag: activates the mouse 5-HT2A serotonin receptor | hit rate 0.66% among 360,000 | activation, % at 7.6 µM | CHO-K1 mHTR2A beta-arrestin complementation, luminescence; percent of 30 µM serotonin response;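 active = activation above a run cutoff, the mean activation of all tested compounds plus 3 SD, cut at about 14% in these data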;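 also: 0% = plate median of compound wells and 100% = 30 µM serotonin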
ABHD5-PLIN5 inh: blocks binding of human ABHD5 to perilipin-5 | Q00G26+Q8WTS1 | Split G. princeps luciferase complementation, luminescence, 4 h | inhibition, % at 4 µM | hit rate 0.78% among 360,000 | AID 602281;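 active = inhibition above the mean inhibition across every tested compound plus 3 SD, cut at about 22% in these data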;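 also: 0% = DMSO only wells and the 100% control is not disclosed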
H9c2 protect: protects H9c2 cardiomyocytes from peroxide injury. H2O2 injury protection, ATPLite, 2 h. protection from H2O2 cell death, % at 20 µM. hit rate 0.63% among 360,000;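 active = compounds giving at least 50% protection of heart cells from peroxide-induced death in the single-dose screen, raw or plate-pattern-corrected value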;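 also: 0% = DMSO wells with peroxide and 100% = DMSO wells without peroxide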
MC4R barr agon: human MC4R agonism via beta-arrestin. P32245. activation, % at 8.9 µM. AID 540308. U2OS MC4R beta-arrestin complementation, luminescence; percent of melanotan II response, DMSO zero. hit rate 0.98% among 360,000;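 active = activation above a per-plate cutoff, the mean activation of sample wells on that plate plus 3 SD, cut at about 8% in these data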
CaV13 FRET inh: Primary screen for inhibitors of IQ motif and Ca2+-dependent inactivation inhibitor domain binding in CACNA1D, Förster resonance energy transfer in living cells, …; HEK cells, CFP/YFP FRET ICDI-IQ, plate reader, 10 min; percent FRET-ratio fall versus neutral wells; hit rate 0.098% among 340,000; inhibition, % at 12.3 µM;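 active = mean replicate inhibition of at least 30% and at least 1% of replicates passing that level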;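 also: 0% = median of the neutral control wells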
N-glyco inh: N-linked glycosylation inhibition | D54 ERlucT glycosylation luciferase reporter, 24 h; percent of 100 nM tunicamycin response | reporter increase, % at 12.5 µM | hit rate 0.23% among 360,000 | AID 588692;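 active = mean luciferase reporter signal, scaled so untreated is 0 and the glycosylation-blocking control 100, at or above a set limit in every replicate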;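 also: luciferase carries N-glycosylation sites so blocking glycosylation raises the light; 0% = median of neutral control wells and 100% = median of 100 nM tunicamycin wells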
Granule exo inh: lytic granule exocytosis inhibition; hit rate 0.66% among 360,000; inhibition, % at 10 µM; TALL-104 LAMP-1 surface exposure, flow cytometry; cells stimulated with thapsigargin and PMA;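 active = inhibition above about 55%, limit read from the data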
* = called active by the depositor; nt = no result given.

SMILES | ABCB6 inh 2 | PDI inh | MC4R antag cAMP | HTR2A ag | ABHD5-PLIN5 inh | H9c2 protect | MC4R barr agon | CaV13 FRET inh | N-glyco inh | Granule exo inh
COc1cccc(C(O)c2nc(-c3ccc4ccccc4c3)cs2)c1 (centres undefined) | 101.0 | -0.4 | 1.9 | -2.5 | -6.9 | -20.3 | 1.6 | -4.6 | -0.1 | 8.9
Cc1ccc(N(CC(=O)NCc2ccco2)S(=O)(=O)c2ccccc2)cc1 | 94.0 | -3.7 | -2.1 | 7.5 | 2.0 | 2.4 | -1.1 | -3.4 | -2.6 | 2.8
CCCCC(CC)C(=O)N1CCN(C(=O)c2ccco2)CC1 (centres undefined) | 95.0 | 5.9 | -0.6 | 2.8 | -1.3 | -7.4 | -0.9 | -4.3 | 2.2 | -1.6
CCOc1ncccc1C(=O)OC(C)C(=O)NC(=O)NC1CCCCC1 (centres undefined) | 95.0 | 1.8 | -2.1 | 3.9 | -2.3 | 4.8 | -1.5 | 2.9 | 1.1 | -1.4
COc1ccc(O)c(C(=O)c2coc(=N)c(C(=O)Nc3ccc(SC(F)F)cc3)c2)c1 | 88.0 | 7.3 | 13.5 | -1.9 | 0.1 | -26.7 | 0.3 | -10.2 | -1.0 | 8.1
COc1cc(NS(=O)(=O)c2ccc(NC(=S)NC(=O)C(C)(C)C)cc2)nc(OC)n1 | 99.0 | 7.2 | -2.6 | -7.5 | -7.7 | 0.0 | -2.1 | -7.0 | -0.5 | 1.1
CCc1ccc2oc(-c3ccc(OC)cc3)cc(=Nc3c(C)n(C)n(-c4ccccc4)c3=O)c2c1 | 90.0 | -2.0 | 2.9 | -21.2 | -0.6 | -18.9 | -1.9 | 0.5 | -17.2 | 4.7
CC1CCN(S(=O)(=O)N2CCC(C(=O)NCCN3CCOCC3)CC2)CC1 | 95.0 | -2.3 | -5.8 | -2.6 | 4.1 | 1.3 | -1.0 | -9.0 | 3.6 | 0.3
CC1=CC(C)(C)N(S(=O)(=O)c2ccc(C)cc2)c2ccccc21 | 89.0 | -1.9 | -18.0 | -3.5 | -8.5 | -17.7 | -2.7 | -9.0 | 2.1 | -1.5
CN1C(=O)C(C)(C)c2cc(S(=O)(=O)N3CCC(C(=O)NCc4ccccc4Cl)CC3)ccc21 | 100.0 | -2.5 | 6.2 | 5.0 | 7.8 | -3.5 | 0.3 | -5.8 | -0.5 | -5.2
CC(=O)N1CCN(C(=O)c2cccc(NS(=O)(=O)c3ccc(Br)cc3)c2)CC1 | 101.0 | -5.7 | 2.1 | -0.5 | 5.5 | 0.7 | -1.6 | nt | 0.2 | 0.2
CCOc1ccc2nc(NC(=O)C3CSC4(C)CCC(=O)N34)sc2c1 (centres undefined) | 98.0 | 6.8 | 18.1 | 4.0 | -4.5 | 6.2 | 0.3 | -5.2 | -3.9 | -6.5
COc1ccc(CN2CCNC(=O)C2CC(=O)NCCCn2nnc3ccccc32)cc1C (centres undefined) | 102.0 | 9.1 | -0.1 | 5.0 | 11.3 | 1.9 | -2.6 | -14.5 | 1.4 | -6.4
Cn1nnc(NC(=O)c2cccs2)n1 | 86.0 | 2.7 | 1.5 | -5.2 | -7.1 | -1.1 | -1.3 | -1.4 | 2.4 | -0.7
O=C(COC(=O)CCCC1=NS(=O)(=O)c2ccccc2N1)Nc1ccccc1 | 98.0 | 1.2 | 16.3 | -7.3 | -5.7 | -2.1 | -0.9 | -1.8 | 1.1 | 10.0
CC(=O)OC[C@H]1O[C@@H](Sc2cccc3cccnc23)[C@H](OC(C)=O)[C@@H](OC(C)=O)[C@@H]1OC(C)=O | 96.0 | -1.9 | 10.7 | 1.5 | 4.9 | 31.6 | 1.2 | -6.6 | 0.8 | -1.0
CCOC(=O)C(=O)Nc1ccc(S(=O)(=O)Nc2nccs2)cc1 | 98.0 | -3.9 | 8.1 | -3.0 | -0.9 | 3.0 | -1.2 | -1.6 | 0.0 | -5.3
CCCC(=O)N(CCc1ccccc1)Cc1nc2ccccc2c(=O)[nH]1 | 87.0 | 4.1 | 6.8 | -12.9 | 3.3 | 17.9 | -1.3 | -2.0 | 0.8 | -1.2
COC(=O)c1cc(NC(=O)C2CC2)cc(C(=O)OC)c1 | 96.0 | -0.1 | 7.5 | 4.0 | -1.4 | 0.4 | -1.0 | nt | 2.3 | -1.1
Cc1nc(N)sc1C(=O)N/N=C/c1cccnc1 | 96.0 | 10.5 | 0.5 | 2.0 | 4.7 | 6.1 | -0.5 | -4.5 | 1.4 | -3.7
N#C/C(=C\c1cc2c(cc1Br)OCO2)c1ccc(C(=O)O)cc1 | 111.0 | -3.4 | 6.7 | 0.2 | -2.3 | 0.0 | -0.1 | -3.5 | 3.0 | 1.4
CC(=O)N1CCN(C(=O)CCc2c[nH]c3ccccc23)CC1 | 90.0 | -0.7 | 3.3 | -3.4 | -1.3 | 15.0 | -1.6 | -5.4 | 1.1 | -0.3
Cc1cc(=O)[nH]c(SCC(=O)c2ccc(C)c(C)c2)n1 | 104.0 | -0.4 | 5.5 | -2.5 | -2.7 | -6.2 | -1.2 | -5.1 | 5.1 | -8.1
Brc1ccc2nc(-c3c[nH]c4ccccc34)cn2c1 | 111.0 | -0.4 | 2.9 | -1.6 | 0.4 | -0.1 | -2.6 | -3.4 | -2.9 | -2.6
CC(=O)ON1C(C)(C)Cc2noc(N)c2C1(C)C | 103.0 | 3.5 | -4.4 | 2.0 | -2.5 | 5.1 | -0.5 | -5.5 | 1.9 | 1.8
CCS(=O)(=O)c1ccc(O)c(NC(=O)Nc2cccc3ccccc23)c1 | 101.0 | -4.0 | 2.4 | -5.6 | -0.5 | 3.5 | -1.5 | -5.0 | 1.0 | -24.6
O=C(O)c1cc(-c2ccccc2)c(N2CCOCC2)s1 | 111.0 | 2.6 | 8.3 | 4.5 | -5.4 | 17.3 | 0.2 | nt | 0.4 | -2.1
Cc1ccc(C(=O)Nc2ccc3c(c2)ncn3C)cc1 | 87.0 | 0.9 | -2.1 | -4.2 | -1.4 | -11.9 | 0.6 | -5.2 | -6.6 | -1.5
Cc1ccc(N2CC(C(=O)NCCC3=CCCCC3)CC2=O)cc1 (centres undefined) | 95.0 | -7.9 | 5.5 | -10.6 | 0.7 | 0.7 | 0.1 | -14.9 | 2.5 | -1.0
O=C(CCCOc1ccccc1)N1CCN(S(=O)(=O)c2ccc(Cl)cc2)CC1 | 98.0 | 5.4 | 10.4 | 4.6 | 1.8 | -2.1 | 0.7 | -1.2 | -0.6 | 0.1

One compound at a time (already shown). Screens in order: ABCB6 inh 2, PDI inh, MC4R antag cAMP, HTR2A ag, ABHD5-PLIN5 inh, H9c2 protect, MC4R barr agon, CaV13 FRET inh, N-glyco inh, Granule exo inh
CCc1ccc2oc(-c3ccc(OC)cc3)cc(=Nc3c(C)n(C)n(-c4ccccc4)c3=O)c2c1 in the list: 90.0, -2.0, 2.9, -21.2, -0.6, -18.9, -1.9, 0.5, -17.2, 4.7
Cn1nnc(NC(=O)c2cccs2)n1 in the list: 86.0, 2.7, 1.5, -5.2, -7.1, -1.1, -1.3, -1.4, 2.4, -0.7

Additional compounds follow:
SMILES | ABCB6 inh 2 | PDI inh | MC4R antag cAMP | HTR2A ag | ABHD5-PLIN5 inh | H9c2 protect | MC4R barr agon | CaV13 FRET inh | N-glyco inh | Granule exo inh
Cn1c(N)c(C(=O)COC(=O)/C=C/c2ccc(F)cc2)c(=O)n(C)c1=O | 111.0 | -3.1 | 0.1 | 7.8 | 5.3 | -4.8 | -1.7 | -5.9 | 0.9 | -6.0
CC(=O)NCCc1ccc(C(=O)CSc2nnc(C3CC3)n2C2CC2)cc1 | 101.0 | -4.5 | 14.9 | 4.2 | 5.9 | 0.5 | -3.0 | -2.4 | 1.2 | 8.2
COc1cc(OC)c(C(=O)OC(C)C(=O)Nc2cc(C(F)(F)F)ccc2Cl)cc1OC (centres undefined) | 90.0 | 2.1 | 4.0 | -1.1 | -6.5 | -5.0 | 1.8 | -3.6 | -1.6 | 0.8
COc1ccc(CCNC(=O)Nc2ccccc2[N+](=O)[O-])cc1 | 103.0 | 3.8 | -3.1 | -4.9 | -0.4 | 9.6 | -2.0 | -4.8 | 0.3 | 1.3
CC1CCCC(NC(=O)NC(=O)COC(=O)c2ccc(O)cc2O)C1C (centres undefined) | 95.0 | 7.6 | 2.1 | -2.5 | -5.7 | -13.7 | -0.6 | -2.7 | -7.5 | 0.9
Cc1cc2c(c(=O)o1)C1(C)CC(C)(O2)c2c(cc(C)oc2=O)O1 | 99.0 | nt | nt | 8.9 | 4.9 | nt | nt | -13.0 | nt | -6.3
CN1CCN(C(=O)N(c2ccccc2)c2ccccc2)CC1 | 95.0 | 15.6 | 14.6 | -2.1 | -2.6 | -5.2 | -0.3 | -4.2 | 1.3 | -3.7
Cc1ccc(OCC(=O)Nc2ccc(S(=O)(=O)N3CCOCC3)cc2)c(C)c1 | 90.0 | 5.0 | 2.0 | 2.5 | 7.0 | -4.8 | 1.9 | -4.1 | -3.3 | -7.4
C[C@@H]1CN([C@H](C)CO)C(=O)c2cc(NS(=O)(=O)c3cn(C)cn3)ccc2O[C@@H]1CN(C)S(C)(=O)=O | 104.0 | -2.0 | 6.1 | 0.1 | 1.2 | 6.6 | -1.5 | -4.2 | 2.5 | -1.6
Cc1ccccc1C(=O)NCC(=O)Nc1ccccc1C(F)(F)F | 101.0 | 7.4 | 10.6 | -2.7 | -0.1 | 4.3 | 1.4 | -6.7 | 1.9 | -2.5
Cc1ccccc1-c1nc(CS(=O)CC(=O)NC2CCCCC2)c(C)o1 (centres undefined) | 104.0 | -6.3 | -2.7 | -2.8 | 8.9 | -5.5 | -1.4 | -5.6 | 2.0 | -0.1
CCn1c(SCC(=O)NC2CCCCC2)nnc1C(C)NC(=O)c1ccccc1F (centres undefined) | 95.0 | 1.7 | -3.4 | -4.8 | 0.5 | -2.0 | -3.0 | -7.1 | -1.4 | -6.9
C=CCN1CC(O)=C(c2nc3ccccc3[nH]2)C1=N | 102.0 | 1.8 | 15.1 | -7.7 | -1.8 | -4.2 | -2.4 | 3.8 | 0.5 | 7.7
Cc1ccc(C)c(S(=O)(=O)Nc2cc(C)on2)c1 | 99.0 | 6.0 | 0.8 | -0.4 | 1.8 | 2.8 | -0.7 | -2.7 | 0.5 | -2.1
CCn1c(SCC(=O)Nc2cccc(NC(=O)c3ccco3)c2)nnc1-c1cccs1 | 109.0 | 1.3 | -0.1 | 3.9 | 5.4 | 20.8 | 0.2 | -5.3 | -3.5 | 0.6
CCc1noc(C)c1C(=O)Nc1ccccc1C(C)(C)C | 102.0 | 4.9 | -8.6 | 7.5 | 2.4 | 0.0 | -2.6 | -5.7 | 1.4 | -0.6
Cn1c(CNC(=O)c2ccco2)nnc1SCC(=O)Nc1ccccc1Cl | 98.0 | 5.2 | 2.7 | 1.8 | 9.4 | 3.0 | -2.8 | -6.1 | 0.3 | -3.7
COc1ccc(CCNC(=O)C2CCN(c3ccc(N4CCOCC4)nn3)CC2)c(OC)c1 | 106.0 | 6.1 | 5.0 | 2.2 | -2.6 | -4.1 | -1.7 | -5.1 | 1.5 | -2.2
O=C(N/C(=C\c1ccc([N+](=O)[O-])cc1)C(=O)N1CCCCC1)c1ccc(Br)o1 | 104.0 | -3.6 | 0.9 | 1.2 | 2.1 | -5.7 | -1.8 | nt | -0.9 | -0.3
